Mtb BioA inh: inhibitors of Mycobacterium tuberculosis BioA enzyme; AID 602481; purified M. tuberculosis BioA enzyme, plate reader; 0.096% of 360,000 active; inhibition, % at 9.99 µM; in the data active = inhibition above about 40%
Active calls of the source: *. Some of the compounds tested; count on the stated rates, not on these rows.

What do the screens show for `C[C@H]1CN([C@@H](C)CO)C(=O)c2cc(C#CCN(C)C)cnc2O[C@@H]1CN(C)Cc1ccc(-c2ccccc2)cc1`?
Mtb BioA inh: -0.2

Results for O=C(O)C[C@@H]1C[C@H]2c3cc(NC(=O)NC4CCCC4)ccc3O[C@H]2[C@H](CO)O1 ?
Mtb BioA inh: 0.8

How did COc1ccc(S(=O)(=O)N[C@H]2CC[C@H](CCNC(=O)CN3CCOCC3)O[C@@H]2CO)cc1 do in these assays?
Mtb BioA inh: -0.5

What do the screens show for `C[C@H]1CN([C@@H](C)CO)S(=O)(=O)c2ccc(C#Cc3ccc(F)cc3)cc2O[C@@H]1CN(C)S(=O)(=O)c1cn(C)cn1`?
Mtb BioA inh: 3.6

What do the screens show for `C[C@H]1CN([C@@H](C)CO)S(=O)(=O)c2ccc(C#Cc3ccc(F)cc3)cc2O[C@@H]1CN(C)C`?
Mtb BioA inh: -0.1

How did CC(C)C#Cc1ccc([C@@H]2[C@@H](CO)N3CCCCN(C(=O)c4ccc(F)cc4)C[C@@H]23)cc1 do in these assays?
Mtb BioA inh: -0.9

Results for C[C@H]1CN([C@@H](C)CO)C(=O)c2cc(NC(=O)Nc3ccc(C(F)(F)F)cc3)ccc2O[C@@H]1CN(C)Cc1ccncc1 ?
Mtb BioA inh: -1.5

How did COc1ccc(NC(=O)Nc2ccc3c(c2)CC(=O)N([C@@H](C)CO)C[C@H](C)[C@H](CN(C)C(=O)Nc2ccc(OC)cc2)O3)cc1 do in these assays?
Mtb BioA inh: -3.5

How did O=C(C[C@@H]1CC[C@@H](NS(=O)(=O)c2ccc(F)cc2)[C@@H](CO)O1)NC1CCCCC1 do in these assays?
Mtb BioA inh: 2.1

Results for COc1cccc(NC(=O)N(C)C[C@H]2Oc3cc(/C=C/c4ccccc4)ccc3S(=O)(=O)N([C@H](C)CO)C[C@@H]2C)c1 ?
Mtb BioA inh: -3.8

What do the screens show for `C[C@H](CO)N1C[C@H](C)[C@H](CN(C)C(=O)Nc2ccccc2)Oc2c(NC(=O)Nc3ccc(C(F)(F)F)cc3)cccc2C1=O`?
Mtb BioA inh: -0.2

What do the screens show for `C[C@H]1CN([C@@H](C)CO)C(=O)c2c(c3ccccc3n2C)-c2ccccc2CO[C@@H]1CN(C)C(=O)c1ccc(F)cc1`?
Mtb BioA inh: 1.2

Results for CC(C)CC#Cc1ccc2c(c1)O[C@@H](CN(C)C(=O)Nc1ccccc1)[C@H](C)CN([C@@H](C)CO)S2(=O)=O ?
Mtb BioA inh: 2.0

How did CCCNC(=O)C[C@H]1CC[C@H]2[C@H](COc3ccc(NC(=O)c4ccccc4)cc3C(=O)N2C)O1 do in these assays?
Mtb BioA inh: -0.9

Results for C[C@@H]1CN([C@H](C)CO)S(=O)(=O)c2ccc(-c3cncnc3)cc2O[C@H]1CN(C)Cc1cncnc1 ?
Mtb BioA inh: 7.8

What do the screens show for `O=C(C[C@H]1CC[C@H]2[C@@H](COC[C@@H](O)CN2S(=O)(=O)c2cccc(F)c2)O1)NCc1ccncn1`?
Mtb BioA inh: -0.9

How did O=C(C[C@H]1CC[C@H]2[C@@H](COC[C@@H](O)CN2S(=O)(=O)c2ccc(F)cc2)O1)NCc1ccncn1 do in these assays?
Mtb BioA inh: 0.0

Results for Cc1noc(C)c1S(=O)(=O)Nc1ccc2c(c1)C(=O)N([C@H](C)CO)C[C@@H](C)[C@@H](CN(C)C(=O)C1CCCCC1)OCCCC[C@@H](C)O2 ?
Mtb BioA inh: -0.6

How did O=C(C[C@@H]1CC[C@@H](NC(=O)c2ccccc2)[C@H](CO)O1)NCCc1ccncc1 do in these assays?
Mtb BioA inh: 0.2

Results for CCCC(=O)Nc1ccc2c(c1)C(=O)N(C)C[C@@H](OC)[C@H](C)CN(C(=O)Cc1cccnc1)[C@H](C)CO2 ?
Mtb BioA inh: -2.3

Results for Cc1noc(C)c1S(=O)(=O)N(C)C[C@@H]1OCCCC[C@H](C)Oc2ccc(NC(=O)Nc3ccc4c(c3)OCO4)cc2C(=O)N([C@H](C)CO)C[C@H]1C ?
Mtb BioA inh: 0.5

How did CCCNC(=O)[C@H]1[C@H](CO)[C@H]2Cn3c(ccc(-c4cccc(OC)c4)c3=O)[C@@H]1N2CCC do in these assays?
Mtb BioA inh: 0.6

What do the screens show for `CC(=O)N(C)C[C@H]1Oc2cc(-c3ccc(C)cc3)ccc2S(=O)(=O)N([C@H](C)CO)C[C@@H]1C`?
Mtb BioA inh: -0.4

What do the screens show for `C[C@@H]1CN([C@H](C)CO)S(=O)(=O)c2ccc(C#CC3CC3)cc2O[C@H]1CN(C)C(=O)Cc1ccncc1`?
Mtb BioA inh: -2.6

How did C[C@@H]1CCCCO[C@@H](CN(C)C)[C@H](C)CN([C@H](C)CO)C(=O)c2cc(NC(=O)Nc3ccc4c(c3)OCO4)ccc2O1 do in these assays?
Mtb BioA inh: -2.0

What do the screens show for `CCCc1cn(CC[C@@H]2CC[C@@H](NS(=O)(=O)c3ccc(-c4ccccc4)cc3)[C@@H](CO)O2)nn1`?
Mtb BioA inh: -0.2

Results for C[C@H]1CN([C@@H](C)CO)C(=O)c2cc(NC(=O)Cn3cnnn3)ccc2O[C@H]1CN(C)Cc1ccc(C(=O)Nc2ccccc2N)cc1 ?
Mtb BioA inh: 0.0

What do the screens show for `C[C@H]1CCCCO[C@H](CN(C)C(=O)c2ccccc2)[C@@H](C)CN([C@@H](C)CO)C(=O)c2cc(NS(C)(=O)=O)ccc2O1`?
Mtb BioA inh: 0.1

How did C[C@@H]1CN([C@@H](C)CO)C(=O)c2cccc(N(C)C)c2O[C@@H]1CN(C)CC1CC1 do in these assays?
Mtb BioA inh: -1.0

What do the screens show for `CN(C)CC#Cc1ccc([C@H]2[C@@H](CO)N3CCCCN(S(=O)(=O)c4ccccc4)C[C@H]23)cc1`?
Mtb BioA inh: -1.2

How did C[C@@H](NC(=O)C[C@H]1C=C[C@H](NC(=O)CN2CCOCC2)[C@H](CO)O1)c1ccccc1 do in these assays?
Mtb BioA inh: 2.0

Results for CO[C@H]1CN(C)C(=O)c2ccc(NC(=O)Nc3ccccc3Cl)cc2OC[C@@H](C)NC[C@H]1C ?
Mtb BioA inh: 0.3

What do the screens show for `C[C@@H]1CN([C@@H](C)CO)S(=O)(=O)c2ccc(-c3cccc(C#N)c3)cc2O[C@@H]1CN(C)C(=O)C1CC1`?
Mtb BioA inh: -1.9

How did C[C@@H]1CN([C@H](C)CO)C(=O)c2cccc(NC(=O)Nc3ccccc3)c2O[C@H]1CN(C)Cc1ccc(Cl)c(Cl)c1 do in these assays?
Mtb BioA inh: -2.4

Results for COc1ccc(NC(=O)N(C)C[C@H]2Oc3c(cccc3N(C)C)C(=O)N([C@H](C)CO)C[C@@H]2C)cc1 ?
Mtb BioA inh: 1.8

Results for C[C@@H]1CN([C@H](C)CO)S(=O)(=O)c2ccc(C3=CCCCC3)cc2O[C@@H]1CN(C)C(=O)c1ccc(F)cc1 ?
Mtb BioA inh: -0.8

How did C[C@H](CO)N1C[C@H](C)[C@@H](CN(C)C(=O)Nc2cccc(C(F)(F)F)c2)OCc2cnnn2CCCC1=O do in these assays?
Mtb BioA inh: -1.8

Results for CO[C@H]1CN(C)C(=O)c2ccc(NC(=O)C3CC3)cc2OC[C@H](C)NC[C@H]1C ?
Mtb BioA inh: 1.2

How did OC[C@H]1[C@@H](c2ccc(Br)cc2)[C@H]2CNCCCCN21 do in these assays?
Mtb BioA inh: -1.0

What do the screens show for `COc1ccc(CN(C)C[C@@H]2OCCCC[C@@H](C)Oc3ccc(NS(=O)(=O)c4ccc(F)cc4)cc3C(=O)N([C@H](C)CO)C[C@H]2C)cc1`?
Mtb BioA inh: -1.1

What do the screens show for `Cc1noc(C)c1NC(=O)Nc1ccc2c(c1)C(=O)N([C@H](C)CO)C[C@H](C)[C@H](CN(C)C(=O)NC1CCCCC1)O2`?
Mtb BioA inh: -0.3

What do the screens show for `C[C@@H]1CN([C@H](C)CO)C(=O)c2cc(NC(=O)Nc3ccccc3)ccc2O[C@@H]1CN(C)C(=O)NC1CCCCC1`?
Mtb BioA inh: 2.8

How did C[C@@H]1CN([C@@H](C)CO)C(=O)Cc2cc(NS(=O)(=O)c3ccc(F)cc3)ccc2O[C@H]1CN(C)CC1CC1 do in these assays?
Mtb BioA inh: -2.9

How did CC=Cc1ccc2n(c1=O)C[C@@H]1[C@@H](CO)[C@H](C(=O)N(C)C)[C@H]2N1CC1CC1 (mixture of isomers) do in these assays?
Mtb BioA inh: -2.6

What do the screens show for `CCCNC(=O)C[C@H]1C[C@@H]2c3cc(NC(=O)Nc4ccc(F)cc4)ccc3O[C@@H]2[C@@H](CO)O1`?
Mtb BioA inh: -1.3

How did CNC[C@@H]1Oc2c(NC(=O)c3nc4ccccc4s3)cccc2C(=O)N([C@@H](C)CO)C[C@@H]1C do in these assays?
Mtb BioA inh: 0.1

What do the screens show for `CN1C(=O)c2cc(NC(=O)NCc3ccccc3)ccc2OC[C@@H]2O[C@H](CC(=O)O)CC[C@H]21`?
Mtb BioA inh: -0.4

What do the screens show for `COc1ccc(C#Cc2ccc([C@H]3[C@H]4CN(C(=O)Nc5ccccc5F)CCCCN4[C@H]3CO)cc2)cc1`?
Mtb BioA inh: 3.8

What do the screens show for `C[C@@H]1CN([C@@H](C)CO)C(=O)Cc2cc(NC(=O)C3CCCCC3)ccc2O[C@@H]1CN(C)Cc1ccc2c(c1)OCO2`?
Mtb BioA inh: 0.6

What do the screens show for `C[C@H]1CN([C@@H](C)CO)C(=O)c2cc(C3=CCCCC3)cnc2O[C@H]1CN(C)C(=O)Nc1ccccc1`?
Mtb BioA inh: 0.9

An excerpt from above in order of molecular weight, lowest first:
How did OC[C@H]1[C@@H](c2ccc(Br)cc2)[C@H]2CNCCCCN21 do in these assays?
Mtb BioA inh: -1.0

How did CC=Cc1ccc2n(c1=O)C[C@@H]1[C@@H](CO)[C@H](C(=O)N(C)C)[C@H]2N1CC1CC1 (mixture of isomers) do in these assays?
Mtb BioA inh: -2.6

What do the screens show for `CN1C(=O)c2cc(NC(=O)NCc3ccccc3)ccc2OC[C@@H]2O[C@H](CC(=O)O)CC[C@H]21`?
Mtb BioA inh: -0.4

How did CNC[C@@H]1Oc2c(NC(=O)c3nc4ccccc4s3)cccc2C(=O)N([C@@H](C)CO)C[C@@H]1C do in these assays?
Mtb BioA inh: 0.1

What do the screens show for `C[C@H]1CN([C@@H](C)CO)C(=O)c2cc(C3=CCCCC3)cnc2O[C@H]1CN(C)C(=O)Nc1ccccc1`?
Mtb BioA inh: 0.9

What do the screens show for `COc1ccc(C#Cc2ccc([C@H]3[C@H]4CN(C(=O)Nc5ccccc5F)CCCCN4[C@H]3CO)cc2)cc1`?
Mtb BioA inh: 3.8

How did C[C@@H]1CN([C@@H](C)CO)C(=O)Cc2cc(NS(=O)(=O)c3ccc(F)cc3)ccc2O[C@H]1CN(C)CC1CC1 do in these assays?
Mtb BioA inh: -2.9

What do the screens show for `Cc1noc(C)c1NC(=O)Nc1ccc2c(c1)C(=O)N([C@H](C)CO)C[C@H](C)[C@H](CN(C)C(=O)NC1CCCCC1)O2`?
Mtb BioA inh: -0.3

What do the screens show for `COc1ccc(CN(C)C[C@@H]2OCCCC[C@@H](C)Oc3ccc(NS(=O)(=O)c4ccc(F)cc4)cc3C(=O)N([C@H](C)CO)C[C@H]2C)cc1`?
Mtb BioA inh: -1.1

(list continues)
How did C[C@H]1CN([C@@H](C)CO)C(=O)CCCn2cc(nn2)CO[C@H]1CN(C)Cc1ccc2c(c1)OCCN2C do in these assays?
Mtb BioA inh: -0.2

Results for O=C(Nc1cccc(Cl)c1)N1C[C@@H]2[C@H](c3ccccc31)[C@@H](CO)N2Cc1ccccc1Cl ?
Mtb BioA inh: -1.0

What do the screens show for `COc1ccc(NC(=O)N(C)C[C@@H]2Oc3ccc(NS(=O)(=O)c4cn(C)cn4)cc3CC(=O)N([C@H](C)CO)C[C@@H]2C)cc1`?
Mtb BioA inh: -0.5

What do the screens show for `CCCC(=O)Nc1ccc2c(c1)C(=O)N(C)C[C@H](OC)[C@@H](C)CN(Cc1ccccn1)[C@H](C)CO2`?
Mtb BioA inh: 0.4

What do the screens show for `Cc1noc(C)c1S(=O)(=O)Nc1cccc2c1O[C@@H](CN(C)Cc1ccc(C(F)(F)F)cc1)[C@@H](C)CN([C@H](C)CO)C2=O`?
Mtb BioA inh: -1.3

What do the screens show for `COc1ccc(S(=O)(=O)N(C)C[C@@H]2OCCCC[C@H](C)Oc3ccc(NS(=O)(=O)c4ccc(F)cc4)cc3C(=O)N([C@H](C)CO)C[C@@H]2C)cc1`?
Mtb BioA inh: -0.7

Results for C[C@H](CO)N1C[C@H](C)[C@H](CN(C)C(=O)Nc2ccccc2)Oc2ccc(NC(=O)Nc3ccc4c(c3)OCO4)cc2C1=O ?
Mtb BioA inh: -0.3

What do the screens show for `Cc1ccc(S(=O)(=O)N[C@H]2CC[C@H](CCNC(=O)C3CCC3)O[C@H]2CO)cc1`?
Mtb BioA inh: 2.1

What do the screens show for `C[C@H](CO)N1C[C@H](C)[C@H](CN(C)C)Oc2ccc(NC(=O)CCN3CCOCC3)cc2C1=O`?
Mtb BioA inh: -0.7

Results for Cc1ccc(S(=O)(=O)Nc2ccc3c(c2)CC(=O)N([C@H](C)CO)C[C@@H](C)[C@@H](CN(C)Cc2ccc(-c4ccccc4)cc2)O3)cc1 ?
Mtb BioA inh: 2.1

What do the screens show for `C[C@H](CO)N1C[C@H](C)[C@@H](CN(C)Cc2ccc(Cl)c(Cl)c2)Oc2ccc(NS(=O)(=O)c3ccc(Cl)cc3)cc2C1=O`?
Mtb BioA inh: 1.2

How did CO[C@H]1CN(C)C(=O)c2cc(NC(=O)NC3CCCCC3)ccc2OC[C@H](C)N(CCc2ccccc2)C[C@@H]1C do in these assays?
Mtb BioA inh: 1.6

What do the screens show for `CNC[C@@H]1Oc2cc(C#CCOC)ccc2S(=O)(=O)N([C@@H](C)CO)C[C@H]1C`?
Mtb BioA inh: -0.3

What do the screens show for `CCCNC(=O)C[C@H]1C[C@H]2c3cc(NS(=O)(=O)c4cccc(OC)c4)ccc3O[C@H]2[C@H](CO)O1`?
Mtb BioA inh: -0.7

How did CO[C@@H]1CN(C)C(=O)c2ccc(NS(C)(=O)=O)cc2OC[C@@H](C)N(C(=O)C2CCOCC2)C[C@H]1C do in these assays?
Mtb BioA inh: -3.7

Results for COc1ccc(S(=O)(=O)N(C)C[C@@H]2Oc3cc(C#CC4CCCC4)ccc3S(=O)(=O)N([C@@H](C)CO)C[C@H]2C)cc1 ?
Mtb BioA inh: -2.9

Screens as filed in PubChem.
